HCMV inh: human cytomegalovirus inhibition; activity change, negative = inhibition, % at 57.5 µM; actives 4.5% (n = 410,000); HFF cells, HCMV-luciferase reporter, 72 h; active compounds read low; in the data active = activity change below about -60%; inconclusive = no clear call, values can overlap the other calls; inactive = above about -39%
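Luciferase read-out from HCMV-luciferase-infected HFFs (MOI 1 PFU/cell) 72 h post infection at 37C; compounds added after 16 h cell attachment; activity normalized between buffer-only basal and Salinomycin (10uM) inhibitor controls.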
AmpC no deterg: blocks E. coli AmpC beta-lactamase in detergent-free assay | P00811 | AmpC nitrocefin hydrolysis, absorbance 480 nm, 0.0001% Triton | Potency, µM (doses to about 57.1 µM), inactives show at the top dose activity change, negative = inhibition, most hits filed as inhibitors | actives 0.52% (n = 330,000) | AID 485341;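 note: potency is the fitted concentration of half-maximal effect; plate controls were no compound for no effect and no enzyme for full effect; nearly all actives have a fitted effect of over 20% in size; some results filed as inactive show a strong effect at the top dose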
Target sequence (P00811 whole entry, looked up): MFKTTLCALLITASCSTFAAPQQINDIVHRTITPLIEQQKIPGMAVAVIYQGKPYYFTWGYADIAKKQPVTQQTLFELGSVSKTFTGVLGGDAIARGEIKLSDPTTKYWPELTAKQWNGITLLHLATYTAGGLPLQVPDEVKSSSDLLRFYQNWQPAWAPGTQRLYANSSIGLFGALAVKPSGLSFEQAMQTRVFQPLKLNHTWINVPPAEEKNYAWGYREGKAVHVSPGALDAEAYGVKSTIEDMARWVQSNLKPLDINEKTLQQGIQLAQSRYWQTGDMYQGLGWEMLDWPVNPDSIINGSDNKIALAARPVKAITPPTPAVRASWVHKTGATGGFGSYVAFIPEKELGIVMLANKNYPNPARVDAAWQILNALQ
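20 mM phosphate pH 7.0 + 0.01% (detergent screen) or 0.0001% Triton X-100; 5.3 nM AmpC reagent; cpd preinc 15 min RT; nitrocefin (800 uM stock) to start; A480 q20 s × 4 min; Activity was normalised to no-enzyme and no-compound control wells.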
AMA1-RON2 inh: inhibitors of Plasmodium falciparum AMA1-RON2 interaction; AlphaScreen AMA1-biotinylated RON2 peptide binding; Potency, µM (highest dose often 58.2 µM), inactives show top-dose activity change, negative = inhibition, most hits filed as inhibitors; actives 0.2% (n = 360,000);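 note: potency is the fitted concentration of half-maximal effect; 0% = vehicle wells and -100% = peptide control; nearly all actives have a fitted effect of over 45% in size; some results filed as inactive show a strong effect at the top dose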
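AMA1 (3D7) with his tag at 25 nM final met compounds first, then biotinylated RON2 peptide at 25 nM; detection used donor plus acceptor beads, 10 µg/mL apiece, read by AlphaScreen after 30 min at room temperature.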
AmpC inh detg: blocks E. coli AmpC beta-lactamase in detergent assay; AID 485294; AmpC hydrolysis of nitrocefin, absorbance 480 nm, 0.01% Triton; Potency, µM (titrated, usually from 114 µM), inactives show at the top dose activity change, negative = inhibition, most hits filed as inhibitors; P00811; actives 0.041% (n = 370,000);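 note: potency is the fitted concentration of half-maximal effect; 0% = no-compound wells and -100% = no-enzyme wells; nearly all actives have a fitted effect of over 25% in size; some results filed as inactive show a strong effect at the top dose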
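20 mM phosphate pH 7.0 + 0.01% (detergent screen) or 0.0001% Triton X-100; 5.3 nM AmpC reagent; cpd preinc 15 min RT; nitrocefin (800 uM stock) to start; A480 q20 s × 4 min; Activity was normalised to no-enzyme and no-compound control wells.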
Sm TGR inh: S. mansoni TGR enzyme inhibition; Potency, µM (highest dose often 114 µM), without a hit: at the top dose activity change, negative = inhibition, actives largely listed as inhibitors; actives 3% (n = 360,000); purified TGR, DTNB reduction, TNB absorbance 405 nm; AID 485364; note: potency is the fitted concentration of half-maximal effect; nearly all actives have a fitted effect of over 60% in size
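TGR 20 nM + NADPH 100 uM (dispensed conc.), cpd preinc 15 min RT; start with NADPH (500 uM addition) then DTNB (15 mM addition). Kinetic TNB absorbance, 405 nm filter. Four-parameter Hill fit across titration.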
Giardia FBPA inh: blocks Giardia fructose-bisphosphate aldolase activity. purified Giardia FBPA. actives 0.71% (n = 290,000). A8B2U2. AID 2451. Potency, µM (highest dose often 59.6 µM), for inactives: at the highest dose activity, negative = inhibition, usual class: inhibitors; note: potency is the fitted concentration of half-maximal effect; nearly all actives have a fitted effect of over 55% in size
Target sequence (A8B2U2 whole entry, looked up): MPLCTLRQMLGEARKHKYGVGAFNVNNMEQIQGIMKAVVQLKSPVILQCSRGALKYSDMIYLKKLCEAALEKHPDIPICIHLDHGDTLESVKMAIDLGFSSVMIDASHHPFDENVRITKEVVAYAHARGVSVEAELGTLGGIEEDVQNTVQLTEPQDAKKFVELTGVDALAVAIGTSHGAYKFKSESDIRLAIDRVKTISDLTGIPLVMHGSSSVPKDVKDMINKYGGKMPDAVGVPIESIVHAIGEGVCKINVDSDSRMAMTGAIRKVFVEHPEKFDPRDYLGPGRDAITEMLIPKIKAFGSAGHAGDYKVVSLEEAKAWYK
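40 nM FBPA preincubated 10 min at RT with compound (up to 57.5 uM final), then substrate plus GAPDH/TPI/NAD/arsenate coupling and diaphorase/resazurin added. Fluorescence read after 20 min at RT, 525/598 nm.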
Starred values were filed as active, the others as inactive; ? = inconclusive; . = not tested or not shown; & = joins results of further samples; [ ] = another dose, or the depositor's remark. Unless noted, calls come from the whole dose curve; as a rule, active = well fitted curve in the direction sought with a large enough effect; inconclusive = small, poorly fitted or top-dose-only effect, or another doubt; inactive = no such curve, though single readings can be large; an effect the other way counts as inactive or inconclusive. Unless noted, % is set by controls: 0 for no effect and ±100 for the full control effect.

SMILES	HCMV inh	AmpC no deterg	AMA1-RON2 inh	AmpC inh detg	Sm TGR inh	Giardia FBPA inh
NC(=O)c1cc(S(=O)(=O)N2CCN(c3ccc(F)cc3)CC2)cs1	-6	.	.	3%	3%	.
CC(=O)Nc1ccc2nc(CN3CCN(CC(C)C)C(CCO)C3)ccc2c1 (stereo unspecified)	35	-10%	-1%	6%	?	-11%
CSCC[C@H](NC(=O)[C@H](Cc1ccccc1)n1c(=O)[nH]c2ccccc2c1=O)C(=O)NCC1CCC(C(=O)O)CC1 (stereo partly specified)	37	-5%	-5%	?	-1%	7%
CCCCCC(=O)Nc1cccc(S(=O)(=O)NC2=NCCCCC2)c1	84	-13%	-12%	?	-2%	.
O=C(OCC(=O)c1c[nH]c2ccccc12)c1cc2ccccc2cc1O	8	?	7%	8%	-3%	?
O=C(COC(=O)c1ccc([N+](=O)[O-])o1)NC1CCS(=O)(=O)C1 (stereo unspecified)	-23	0%	1%	-5%	?	-23%
Cc1ccc(C(=O)N2N=C(c3cccc(NS(C)(=O)=O)c3)CC2c2cccs2)cc1 (stereo unspecified)	-60*	-11%	1%	-3%	4%	9%
CCOC(=O)c1c(NC(=O)CSC2=NN3CCCC(=O)N=C3S2)sc2c1CCCCC2	63	-7%	-3%	-21%	-14%	1%
COCCNC(=S)N1CCOCC1	-22	-3%	0%	?	-3%	6%
CC(=O)OCCOc1nc(N(C)C)nc(N(C)C)n1	52	14%	4%	?	0%	16%
CCCC(C(=O)NCc1ccco1)N(C(=O)CNS(=O)(=O)c1ccccc1)c1ccc(OC)cc1 (stereo unspecified)	13	-1%	3%	-5%	0%	-6%
CC(=O)Nc1cccc(C(=O)OC(C)C(=O)NCc2ccc3c(c2)OCO3)c1 (stereo unspecified)	-23	-2%	19%	-4%	-5%	.
CCn1c(SCCC#N)nnc1-c1ccncc1	-16	-39%	-5%	-5%	1%	2%
O=C(COC(=O)C1CCCC1)Nc1cccc(Cl)c1Cl	-23	-24%	8%	.	.	.
Cc1ccc(NC(=O)CCn2c(=O)oc3ccccc32)cc1	30	-4%	44%[activator]	?	3%	-7%
Cc1ccc(/C=C/C(=O)O)cc1S(=O)(=O)N(C)CCO	?	-30%	24%	-12%	22µM*	2%
O=C(NCC1OCCc2ccccc21)c1cc(COc2c(F)cccc2F)on1 (stereo unspecified)	?	-19%	-16%	8%	16%	-4%
CCOc1ccc(CN2CCN(Cc3cc4c(cc3Cl)OCO4)CC2CCO)cc1 (stereo unspecified)	-16	106%[activator]	-28%	1%	?	-5%
CCOC(=O)NC1(NC2CCCCC2)Oc2ccccc2O1	?	-17%	?	-11%	16µM*	-29%
CCOC(=O)c1cc(C#N)c(SCC(=O)OC)[nH]c1=O	0	-13%	4%	0%	-18%	10%

Single entries from the list.
CCOc1ccc(CN2CCN(Cc3cc4c(cc3Cl)OCO4)CC2CCO)cc1 (stereo unspecified) in AmpC no deterg is entered as 106%[activator]
CCOC(=O)NC1(NC2CCCCC2)Oc2ccccc2O1 in Giardia FBPA inh is entered as -29%

Continued:
SMILES	HCMV inh	AmpC no deterg	AMA1-RON2 inh	AmpC inh detg	Sm TGR inh	Giardia FBPA inh
CC1CCN(C(=O)c2cc(-c3ccco3)on2)CC1	38	-15%	3%	-15%	-8%	0%
COc1ccc(Cl)cc1S(=O)(=O)Nc1ccncc1	14	-8%	-2%	2%	10%	0%
COc1ccc(-c2noc(Cc3cccs3)n2)cc1	37	-32%	57%[activator]	-19%	6%	1%
CCc1cc(C(=O)COc2ccccc2F)c(O)cc1O	3	-22%	0%	4%	3%	24%
COC(=O)C1=C(c2ccc3ccccc3c2)C[C@@H]2CC[C@H]1N2C(=O)N1CCC(O)CC1	.	187%[activator]	2%	0%	-14%	.
CC(NC(=O)Nc1ccc([N+](=O)[O-])cc1)C(c1cccs1)N1CCCC1 (stereo unspecified)	-22	-17%	8%	?	?	-12%
O=C(NC1CC1)c1cc(-c2ccccn2)nc2ccccc12	19	1%	35%[activator]	1%	4%	-2%
O=C1NC(=O)C(=Cc2ccc3ccccc3c2)C(=O)N1	-22	-50%	0%	-4%	?	-24%
Cc1csc2c(N3CCN(C(=O)c4ccc(C(C)(C)C)cc4)CC3)ncnc12	-63*	58%	-5%	?	7%	-3%
Cc1ccc(NC(=O)COC(=O)/C=C/c2ccccc2)cc1S(=O)(=O)N1CCOCC1	-27	0%	24%	-2%	15%	-3%
O=C1CCCCC1C(=O)c1cn(-c2ccc(Cl)c(Cl)c2)nn1 (stereo unspecified)	-38	-11%	9%	?	1%	0%
CCOC(=O)Cn1c(=O)n(-c2ccccc2OC)c2nc(-c3cccc(F)c3)nc(C(N)=O)c21	1	.	.	0%	0%	.
CC1(C(=O)CSc2n[nH]c(-c3ccccc3Cl)n2)CCC(=O)O1 (stereo unspecified)	.	-29%	.	2%	-18%	-24%
O=C(Nc1ccc(S(=O)(=O)Nc2ccccc2)cc1)C1CC1	?	-29%	4%	-13%	9%	.
CC(C)(C)c1[nH]nc2c1C(c1ccco1)C(C#N)=C(N)O2 (stereo unspecified)	-18	-28%	1%	-1%	.	5%
Cc1onc(-c2c(Cl)cccc2Cl)c1C(=O)NC(=S)Nc1sc2c(c1C(N)=O)CCC(C)C2 (stereo unspecified)	?	-34%	-4%[2.32 µM]	6%	?	-3%
Cc1ccc2nc(N3CCOCC3)c(C=O)c(=O)n2c1	-18	5%	8%	-3%	0%[57.1 µM]	-9%
COC(=O)[C@@]1(Cc2ccc(OC)cc2)[C@H]2c3cc(C(=O)N(C)C)n(Cc4ccc(OC(F)(F)F)cc4)c3C[C@H]2CN1C(=O)c1ccccc1	.	182%[activator]	-21%	?	-14%	-11%&-6%
COc1ccc(NS(=O)(=O)c2ccc(C(=O)N(C)Cc3cccs3)cc2)cc1	-15	-16%	-8%	3%	0%	.
CC(C)C(c1nnnn1Cc1ccco1)N1CCN(c2nc3ccccc3s2)CC1 (stereo unspecified)	?	10%	0%	?	?	-1%
O=C(NCc1cccnc1)C1CCN(S(=O)(=O)c2cccnc2)CC1	-16	-5%	4%	-6%	-10%	-1%
Cc1ccc(Cl)cc1N(C)C(=O)Cn1ncc2c([nH]c3ccccc32)c1=O	-69*	-6%	-2%	2%	5%	.
Cc1c(NC(=O)CSc2nc3c(cnn3-c3ccccc3)c(=O)[nH]2)c(=O)n(-c2ccccc2)n1C	-31	-14%	16%[2.32 µM]	?	6%	-15%
O=C(N/N=C\c1ccc(-c2ccc(Cl)c(Cl)c2)o1)C(=O)N1CCCC1	-9	-23%	4%	-10%	-2%	1%
O=C(O)c1ccccc1N=N/C(=N/Nc1cc(S(=O)(=O)O)ccc1O)c1ccccc1	-1	-19%	54%[activator]	-1%	-24%	.
CCCn1cccc(C(=O)Nc2ccc(OC)cc2)c1=O	.	2%	2%	5%	-31%	-8%
CCOc1ccc2oc(C(=O)NCC(C)(C)CN(C)C)c(C)c2c1	?	7%	7%	-3%	7%	-5%
CCN(CC)CCNC(=O)Cn1nc(Cc2cccnc2)c2ccccc2c1=O	5	-19%	-4%	-7%	2%	-2%
CCCCN(C)C1CCN(C(=S)Nc2ccc(OC)cc2)CC1	16	-23%	7%	2%	-2%	-6%
Cn1nc(-c2ccccc2)cc1NC(=O)Nc1ccc(C(C)(C)C)cc1	-39	1%	-17%	10%	-1%	-11%
COc1ccc(CN(Cc2ccc(OC)cc2)S(=O)(=O)c2ccc(-n3cnnn3)c(C)c2)cc1	-36	-6%	-14%	5%	25%	1%
NC(=O)c1cc(-c2csc(-c3cccnc3)n2)ccc1O	-27	-20%	0%	?	-13%	-8%
Cn1c(=O)c2c(nc(OCCc3ccccc3)n2C)n(C)c1=O	?	10%	-13%	?	3%	2%
O=C(OCC(=O)N1CCOCC1)c1ccc(Cl)c(S(=O)(=O)N2CCc3ccccc32)c1	4	223%[activator]	-9%	.	.	.
Cc1ccc(CNC(=O)Cn2cccc2C(=O)c2ccccc2)cc1	46	.	6%	-2%	-34%	2%
CC(C)(C)[C@H]1C=C(C(=O)N2CCOCC2)O[C@@H](OCCCCO)C1	-3	1%	15%	-4%	-11%	7%
Nc1ccc(N2CCCCCC2)cc1	.	-15%	.	-7%	?	11µM*
COc1ccc(CC2(CO)CCN(Cc3cccnc3)CC2)cc1	4	11%	15%	4%	4%	-13%
Cc1ccc(CCNC(c2ccc(F)cc2)c2nnc(-c3ccccc3Cl)o2)cc1 (stereo unspecified)	10	.	.	11%	2%	.
O=C(CCCN1C(=O)S/C(=C/c2ccccc2)C1=S)Nc1ccc(C(=O)O)cc1	-13	-9%	-16%	2%	-21%	3%
COc1ccccc1-c1ccc(Nc2cccc(C(C)=O)c2)nn1	57	-22%	-9%	-8%	-31%	-11%
Cc1ccc(NC(=O)c2cc(S(=O)(=O)N(C)C3CCCCC3)ccc2F)cc1C	-21	.	.	-4%	16%	.
CSc1cc(-c2ccccc2)n(Cc2ccccc2Cl)c(=O)c1C#N	-8	-20%	5%	-5%	0%	3%
CC(C)(C)N1Cc2ccccc2C1=N	33	-5%	4%	2%	9%	5%
COc1ccccc1/C=N/NC(=O)CC(=O)Nc1ccc(Cl)c(Cl)c1	9	-43%	0%	-12%	-13%	.
O=C(NC(=S)Nc1c(Cl)ccc2nsnc12)c1ccccc1F	-1	-31%	14%	5%	-30%	?
CCOc1cc(S(=O)(=O)NCCc2c(C)[nH]c3ccc(C)cc23)ccc1Br	-10	.	.	5%	4%	.
CCc1ccccc1OCCOc1ccc(C)cc1OC	-9	-15%	89%[activator]	0%	-23%	-1%
CCCCCCSc1ccc(-c2nc3ccccn3c2NCCCC)cc1	17	-15%	-5%	-5%	2%	.
CCOc1ccccc1NC(=O)COc1coc(CN2CCc3ccccc32)cc1=O	5	62%[activator]	?	-14%	-15%	.
O=C(NCc1ccccc1C(F)(F)F)C12CN(Cc3ccccc3)CC1C(c1ccc([N+](=O)[O-])cc1)=NO2 (stereo unspecified)	9	-1%	-14%	-11%	-1%	7%
CN1CCN(C2=Nc3cc(F)ccc3Cc3ccccc32)CC1	.	11%	.	-1%	-10%	2%

Four of the compounds above, with two lines to a compound.
The line under a structure holds: HCMV inh, AmpC no deterg, AMA1-RON2 inh, AmpC inh detg, Sm TGR inh, Giardia FBPA inh
CCOc1ccc2oc(C(=O)NCC(C)(C)CN(C)C)c(C)c2c1
    ?, 7%, 7%, -3%, 7%, -5%
CCN(CC)CCNC(=O)Cn1nc(Cc2cccnc2)c2ccccc2c1=O
    5, -19%, -4%, -7%, 2%, -2%
CCCCN(C)C1CCN(C(=S)Nc2ccc(OC)cc2)CC1
    16, -23%, 7%, 2%, -2%, -6%
Cn1nc(-c2ccccc2)cc1NC(=O)Nc1ccc(C(C)(C)C)cc1
    -39, 1%, -17%, 10%, -1%, -11%

Screening data as filed in PubChem.
